PfHsp90 set2 = growth inhibition of PfHsp90-expressing yeast, primary screen, antimalarial PfHsp90 inhibitor project, S. cerevisiae, BacTiter-Glo luminescence, single point, set 2; BacTiter-Glo ATP, 48 h; yeast lacking PDR1 and PDR3 efflux regulators; inhibition, % at 9.4 µM; actives 0.32% (n = 310,000);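 active = every replicate shows inhibition above about 80%, whatever the replicate mean, limit read from the data; inconclusive = mean inhibition reaches the set limit but some replicate falls short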;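 note: 0% = DMSO neutral controls and 100% = 20 µM radicicol positive controls; yeast relying on Plasmodium falciparum Hsp90 in place of its own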
phage Ecoli inh = growth loss of phage-infected E. coli, primary screen, RecBCD inhibitor project, absorbance, with phage, HTS | inhibition, % at 11.9 µM | actives 0.26% (n = 360,000) | AID 651602, 2012; in the data active = inhibition above about 11%
CAL PDZ inh = CAL PDZ peptide-binding inhibitors, primary screen, biochemical, fluorescence polarization, Cer-tagged CAL PDZ, HTS. inhibition, % at 20 µM. Golgi-associated PDZ and coiled-coil motif-containing protein (Homo sapiens), Q9HD26. purified CAL PDZ, TMR-peptide fluorescence polarization, 1 h. actives 0.02% (n = 330,000);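 active = highest replicate inhibition of at least 40%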;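 note: plate controls were DMSO neutral control wells for no effect and unlabeled competitor peptide control wells for full effect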
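Control set: unlabelled peptide and DMSO controls / Material: purified CerCALP PDZ construct / Timing: 1 h incubation at room temperature before polarization reading / Doses: 20 µM, one dose / Detection: fluorescence polarization (mP)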
PvdQ inh = P. aeruginosa PvdQ acylase inhibitors, primary screen, biochemical, fluorescence, plate reader and imaging, single point; purified PvdQ acylase; inhibition, % at 10 µM; actives 0.063% (n = 340,000); AID 488965, 2010; in the data active = inhibition above about 30%, passing the limit was not always enough; inconclusive = no clear call, values can overlap the other calls;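 note: 0% = vehicle neutral wells and 100% = reference inhibitor wells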
Wnt act = Wnt/beta-catenin pathway activators, primary screen, cell-based, plate reader, single point; activation, % at 9.35 µM; actives 1.2% (n = 300,000); AID 743398, 2014; Wnt/beta-catenin reporter cell assay, activator; in the data active = activation above about 30%, passing the limit was not always enough; inconclusive = no clear call, values can overlap the other calls;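 note: 0% = neutral control wells and 100% = positive control wells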
Ecoli viability = E. coli V3065 growth inhibition, primary screen, counter-screen for AddAB inhibitor project, absorbance, OD600; inhibition, % at 11.9 µM; actives 0.27% (n = 330,000); 18 h;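 active = inhibition above the campaign's mean inhibition across all tested compounds plus 3 SD, cut at about 9.9% in these data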;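 note: uninfected addAB+ strain grown without phage in ampicillin broth; 0% = DMSO wells and 100% = ciprofloxacin 0.95 µg/ml wells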
DAGLB inhibitor = DAGLB lipase inhibitors, primary screen, biochemical, fluorescence, HTS; Diacylglycerol lipase-beta (Homo sapiens), Q8NCG7; HEK293T DAGLB membrane lysate, EnzChek fluorogenic substrate; inhibition, % at 5.17 µM; actives 0.059% (n = 340,000); in the data active = inhibition above about 34%;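 note: 0% = enzyme with vehicle and 100% = wells lacking enzyme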
Target sequence (Q8NCG7 whole entry, looked up): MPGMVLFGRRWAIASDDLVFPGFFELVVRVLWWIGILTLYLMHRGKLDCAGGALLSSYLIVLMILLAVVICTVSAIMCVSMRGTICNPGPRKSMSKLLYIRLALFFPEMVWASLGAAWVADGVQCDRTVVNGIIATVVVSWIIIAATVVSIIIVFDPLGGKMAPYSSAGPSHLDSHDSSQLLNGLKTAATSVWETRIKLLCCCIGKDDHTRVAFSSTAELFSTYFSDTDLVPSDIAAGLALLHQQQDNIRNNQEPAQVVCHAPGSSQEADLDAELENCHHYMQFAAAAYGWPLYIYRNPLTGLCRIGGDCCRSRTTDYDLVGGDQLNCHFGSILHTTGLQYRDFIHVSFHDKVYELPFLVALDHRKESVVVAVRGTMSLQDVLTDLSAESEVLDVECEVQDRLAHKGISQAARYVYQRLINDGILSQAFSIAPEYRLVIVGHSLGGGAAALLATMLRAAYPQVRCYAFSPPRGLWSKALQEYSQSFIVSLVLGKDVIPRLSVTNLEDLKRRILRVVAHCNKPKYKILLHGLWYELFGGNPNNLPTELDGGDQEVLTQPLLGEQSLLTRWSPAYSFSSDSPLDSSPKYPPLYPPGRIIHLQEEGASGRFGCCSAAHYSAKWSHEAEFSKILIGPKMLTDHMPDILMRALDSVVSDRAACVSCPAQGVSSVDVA
AddAB inh = growth inhibition of E. coli expressing H. pylori AddAB, primary screen, AddAB inhibitor project, absorbance. inhibition, % at 11.9 µM. actives 0.29% (n = 330,000). AID 435030, 2010; in the data active = inhibition above about 12%;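 note: 0% = vehicle wells of infected cells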
Rtt109 Vps75 = inhibitors of C. albicans Rtt109/Vps75 HAT, primary screen, biochemical, ThioGlo CoA-SH fluorescence, plate reader; purified Rtt109/Vps75, 4 h; AID 540336, 2011; inhibition, % at 34.9 µM; actives 0.16% (n = 330,000); Histone acetyltransferase RTT109 (Candida albicans (strain SC5314 / ATCC MYA-2876)), …;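 active = inhibition of at least 50% in every replicate; inconclusive = best replicate reaches 50% inhibition but some replicates fall short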
Target sequence (Q5AAJ8 whole entry, looked up): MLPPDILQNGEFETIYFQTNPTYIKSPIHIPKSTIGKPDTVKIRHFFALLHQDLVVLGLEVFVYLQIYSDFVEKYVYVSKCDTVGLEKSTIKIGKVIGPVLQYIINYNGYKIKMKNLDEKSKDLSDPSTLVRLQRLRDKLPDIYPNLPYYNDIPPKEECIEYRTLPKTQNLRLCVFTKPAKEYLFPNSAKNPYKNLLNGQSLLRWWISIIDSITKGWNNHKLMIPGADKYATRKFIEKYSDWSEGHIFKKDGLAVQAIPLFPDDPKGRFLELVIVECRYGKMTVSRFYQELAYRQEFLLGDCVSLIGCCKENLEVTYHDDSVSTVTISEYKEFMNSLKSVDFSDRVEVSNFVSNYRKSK
Tat export inh = E. coli Tat export inhibitors, primary screen, MC4100, TorA-mCherry reporter, fluorescence, single point; inhibition, % at 10 µM; actives 0.036% (n = 340,000); AID 488895, 2010;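 active = mean replicate inhibition at least 50% and at least half of replicates individually reaching 50%; inconclusive = only one of the two criteria met; inactive = neither criterion met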;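 note: exported cargo escapes ClpAP degradation while cytoplasmic cargo is degraded and loses fluorescence; 0% = median of neutral control wells and 100% = median of NaSCN control wells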
Starred values were filed as active, the others as inactive; ? = inconclusive; / = not tested or not shown.

SMILES	PfHsp90 set2	phage Ecoli inh	CAL PDZ inh	PvdQ inh	Wnt act	Ecoli viability	DAGLB inhibitor	AddAB inh	Rtt109 Vps75	Tat export inh
CCOC(=O)C1C(CC)NC(=S)NC1(C)O (stereo not drawn)	/	2.6	-0.8	-2	-1	-0.8	0	1.9	5	-1
CCOc1ccccc1C(=O)NCCCCCC(=O)O	-4	0.9	-1.4	-6	/	-2.0	-1	-0.8	-7	4
Cc1ccc(OC(=O)C2CCN(C(=O)c3ccccc3C)CC2)c(Br)c1	20	-0.7	-1.1	-9	-3	1.1	-9	1.1	-3	8
O=C(c1ccccc1Oc1ccccc1)N1CCN(c2ccc(F)cc2)CC1	-24	/	-4.3	-12	-5	0.0	0	0.7	-8	3
COc1ccc(-c2csc(N3CCC(C(N)=O)(N4CCCCC4)CC3)n2)cc1	-18	1.7	-2.1	-11	/	0.7	-7	3.5	/	2
CCOc1cc([N+](=O)[O-])c2nc(N)sc2c1	-1	2.8	-0.7	-3	6	1.5	3	1.0	-1	4
COc1ccccc1CC(=O)NNC(=O)c1ccc(C(C)(C)C)cc1	29	-0.5	-2.5	-1	-1	/	-1	/	1	-3
C/C(=N\Nc1ccc(F)cc1F)c1ccccc1O	7	1.3	1.7	3	4	2.8	-6	1.4	-5	-12
Cc1sc(NC(=O)COc2ccccc2)c(C#N)c1-c1ccccc1	2	1.7	-0.1	-3	/	-1.6	-22	-2.9	8	-3
O=c1cc(CN2CCc3ccccc32)nc2sccn12	-8	-0.2	-1.3	-2	/	-0.4	10	-0.3	-9	0
Cc1cccc(N(C(=O)Nc2ccccc2)C2=NCC(C)S2)c1 (stereo not drawn)	-3	0.1	0.0	-14	4	-0.1	0	3.9	4	-9
CN(C)c1nc(Oc2ccc(=O)[nH]n2)nc(N2CCCCC2)n1	17	3.1	-3.2	-5	/	2.1	1	2.4	1	6
Cc1c(C(=O)NCCSCc2cccc(C(F)(F)F)c2)cnn1-c1ccc(F)cc1	-14	2.0	-1.5	-15	-1	2.8	-6	-0.3	9	14
COc1cccc(Oc2ccc3nnc(C(F)(F)F)n3n2)c1	-18	2.4	0.1	2	-2	1.0	0	3.0	-5	1
C=CCNc1nc(-c2cc3ccccc3o2)cs1	-10	2.4	1.1	1	/	2.0	-4	5.6	-3	1

Whole records, quoted from the list.
Cc1sc(NC(=O)COc2ccccc2)c(C#N)c1-c1ccccc1 in the list: PfHsp90 set2 = 2; phage Ecoli inh = 1.7; CAL PDZ inh = -0.1; PvdQ inh = -3; Wnt act = /; Ecoli viability = -1.6; DAGLB inhibitor = -22; AddAB inh = -2.9; Rtt109 Vps75 = 8; Tat export inh = -3
CCOc1ccccc1C(=O)NCCCCCC(=O)O in the list: PfHsp90 set2 = -4; phage Ecoli inh = 0.9; CAL PDZ inh = -1.4; PvdQ inh = -6; Wnt act = /; Ecoli viability = -2.0; DAGLB inhibitor = -1; AddAB inh = -0.8; Rtt109 Vps75 = -7; Tat export inh = 4

(continued)
SMILES	PfHsp90 set2	phage Ecoli inh	CAL PDZ inh	PvdQ inh	Wnt act	Ecoli viability	DAGLB inhibitor	AddAB inh	Rtt109 Vps75	Tat export inh
CCOC(=O)Cc1csc(NC(=O)C(C)Oc2ccc3c(C)cc(=O)oc3c2)n1 (stereo not drawn)	/	1.2	-1.2	-6	-2	-1.0	-1	-1.9	-11	7
CCOc1ccccc1Nc1nc(-c2sc(C)nc2C)cs1	-2	2.5	-0.2	-27	4	-1.5	-2	2.4	-20	4
CC(C)c1ccc(NC(=S)N2CCCC2)cc1	-7	-1.5	-3.5	-5	19	-3.1	1	-2.5	0	-1
O=C(NC1CCOc2ccccc21)c1ccccn1 (stereo not drawn)	12	-0.3	-2.3	-7	2	-2.7	3	1.8	-1	5
COCCNC(=O)C1CCN(Cc2cccc(OCc3ccccc3)c2)CC1	5	0.3	-0.4	1	1	-0.4	0	-2.2	-4	8
Cc1ccc(CNC(=O)c2ccc([N+](=O)[O-])o2)cc1	8	7.4	0.1	-5	3	8.4	-4	5.7	-4	-20
COc1ccc(C(=O)Nc2cc(C)nn2-c2ccc(C)cc2)cc1	5	2.4	-0.1	-16	0	-0.3	-2	1.2	0	8
COc1c(C)cccc1C(=O)Nc1ccc(OCC(=O)N2CCOCC2)cc1C	14	-2.0	-3.3	-16	-1	1.1	1	1.5	-6	-3
O=C(CCc1ccccn1)N1CCCC(Nc2ccc(F)cc2)C1 (stereo not drawn)	3	0.8	-2.0	-10	0	-0.8	1	1.7	-10	-6
CN(c1ccc(C(=O)NCc2cccnc2)cc1)S(C)(=O)=O	15	4.1	1.5	-1	/	0.6	-5	1.1	5	-3
COC(=O)c1c(NC(NC(=O)c2ccccc2)(C(F)(F)F)C(F)(F)F)sc2c1CCN(C)C2	18	2.0	0.3	-14	-7	-0.9	-2	1.0	1	-10
Cc1cccc(-n2c(C)cc(/C=N/NC(=O)c3ccc(CN4CCOCC4)cc3)c2C)c1	/	/	-1.6	-7	-1	-1.2	-2	-0.1	18	-12
OCC1(Cc2ccccc2)CCN(Cc2cc3ccccc3o2)CC1	-14	1.6	-0.7	-8	-2	2.3	-1	1.0	4	0
Cc1ccc(S(=O)(=O)N2CCCCC2)cc1NC(=O)COC(=O)Cc1c(F)cccc1Cl	14	3.6	-1.5	25	/	0.6	-3	2.4	0	-3
NC(=O)c1nsc(C(=O)N(Cc2ccccc2Cl)C(C(=O)NCC2CCCO2)c2ccc(O)cc2)c1N (stereo not drawn)	-11	0.2	-1.2	0	-3	/	0	/	-1	-6
CC(C)(C)c1nc(N2CCN(C(=O)c3ccco3)CC2)c2nnn(Cc3ccccc3)c2n1	/	1.9	-0.3	-14	-3	3.0	-6	0.9	16	1
COc1ccc(Cc2nc3ccc(C(=O)N(C)Cc4cc(C)[nH]n4)cc3o2)cc1OC	-4	4.5	-1.3	-9	1	-1.9	-2	1.7	-3	-5
O=C(Cn1nnc2ccccc21)OCc1ccccc1	13	0.9	-1.5	-6	-1	0.5	-2	0.2	-12	4
O=C(NCC(c1ccco1)N1CCc2ccccc2C1)C(=O)Nc1ccccc1F (stereo not drawn)	-12	-1.5	-1.3	-19	-1	0.3	-4	1.4	8	12
CC1Cc2ccccc2N1C(=O)CN1C(=O)NC(C)(c2ccc3c(c2)OCCO3)C1=O (stereo not drawn)	-16	2.7	-0.8	-21	/	-3.3	0	-3.2	-4	0
CCC(C)C(=O)Nc1nc2ccc(S(C)(=O)=O)cc2s1 (stereo not drawn)	2	3.2	-1.1	-7	3	-1.3	0	-0.3	-25	3
O=C(CSc1nc2ccccc2c(=O)n1-c1ccc(F)cc1)Nc1ccc(C(=O)O)cc1	-24	0.9	/	-8	-1	-1.0	0	0.7	5	-4
O=C(Nc1ccc(F)cc1)c1ccc(C(=O)N2CCCC(O)C2)cc1 (stereo not drawn)	1	3.1	0.1	-1	-1	-0.5	-4	-0.1	4	-1
CCCNC(=O)CN(Cc1ccccc1F)S(=O)(=O)c1ccc(C)cc1	/	3.5	-1.6	-17	/	-0.4	2	0.8	-5	5
O=C(CCC(=O)Nc1ccccc1)NNC(=O)COc1ccccc1	35	0.5	-0.2	-15	-4	0.2	-3	4.1	1	-3
Cc1ccc(Nc2nc(N)nc(CSC(=S)N3CCOCC3)n2)cc1	-15	4.1	-2.0	-3	/	3.4	1	4.6	-6	0
CCOc1ccc(N2C(=O)C3C(c4ccccc4F)NN(C(=O)c4ccc(C)cc4)C3C2=O)cc1 (stereo not drawn)	-2	3.3	-1.0	-8	-2	0.2	-1	0.6	1	0
CCN1CCN(C(=O)c2cn(CC)c3ccc(S(=O)(=O)N(C)C)cc3c2=O)CC1	39	2.0	-0.1	-11	-1	-2.1	0	6.1	-6	-6
CC(CNC(=O)c1cc(COc2ccc3ncccc3c2)on1)c1ccccc1 (stereo not drawn)	11	2.2	-2.1	-12	-1	0.4	1	3.5	7	-2
CNS(=O)(=O)c1cc(OC)c(OC)cc1CC(=O)OC	-29	4.0	-2.1	-3	-8	0.5	-2	5.4	11	-4
S=c1[nH]nc(-c2cccs2)n1Cc1ccccc1	-16	-4.1	-0.6	-4	0	-0.2	0	0.2	-6	4
COc1ccc([N+](=O)[O-])cc1C(=O)Nc1ccc(OCC(=O)N2CCOCC2)cc1	9	-0.7	-1.6	-2	-2	-0.7	1	2.4	0	-1
COC1=C(Br)C(=O)c2ncccc2C1=O	15	1.6	0.2	-10	-2	/	-16	/	8	2
CN1CCN(C(=O)NC2CCCN2S(=O)(=O)c2ccc(Cl)cc2)CC1 (stereo not drawn)	22	0.9	-1.3	1	/	-2.8	1	1.0	32	-2
O=C(CCCNc1ccccc1)N/N=C/c1cccs1	-9	3.1	-0.5	0	6	3.3	3	2.6	-2	1
COC(=O)c1ccc(-c2nc(O)c(C)s2)cc1	-13	3.1	-1.3	0	-11	1.8	0	-1.8	-9	-9
Cc1ccc(-n2c(=O)[nH]cc(C(=O)Nc3ccc4c(c3)OCCO4)c2=O)cc1	/	2.6	/	-10	3	-1.6	5	2.3	6	4
COc1cc(/C=N/NC(=O)COc2ccccc2[N+](=O)[O-])ccc1OC(=O)c1ccco1	4	2.6	-0.7	1	18	1.1	1	0.5	3	16
CCO[C@H]1OC(C(=O)NC2CC2)=C[C@@H](c2ccccc2)[C@@H]1CCCO	-17	2.4	0.4	5	0	0.3	1	0.9	5	-5
O=C(COc1ncnc2ccccc12)Nc1cc([N+](=O)[O-])ccc1Cl	-16	2.8	-0.3	-9	-3	-1.3	-2	-0.7	-5	-4
O=C1SC(SCc2ccccc2)=N/C1=C\c1ccc(C(=O)O)cc1	-6	1.7	-0.9	16	-2	-0.5	2	1.5	10	5
O=C(Nc1cccc(F)c1)c1cccnc1NCCc1ccccc1	-16	2.5	-0.4	1	/	0.9	-4	0.8	4	11
Cc1ccccc1/C=C/c1nc2ccccc2c(=O)[nH]1	-20	1.6	1.7	0	39*	3.9	-2	3.3	-22	2
COc1cc(-c2ccc(NC(C)=O)c(OC)c2)ccc1NC(C)=O	-3	1.1	-0.3	-15	1	0.7	-1	-2.8	-4	-4
Cc1cccc(-c2n[nH]c(=S)n2C)c1	/	2.0	-1.2	3	0	1.9	2	2.4	-6	9
CC(C)OCCCNC(=O)c1ccc(CN2CCc3ccccc3C2)cc1	11	-2.4	-0.6	-18	-2	1.0	-1	5.5	6	-7
COCCOC(=O)c1nccnc1C(=O)Nc1ccc(S(=O)(=O)N2CCOCC2)cc1	-11	-0.7	0.2	-18	?	-1.1	/	2.0	0	-5
COCCn1nnnc1C(c1cc2ccc(OC)cc2[nH]c1=O)N1CCN(C2CCCCC2)CC1 (stereo not drawn)	0	0.5	-0.3	-10	/	0.6	5	-3.2	-1	-4
Cc1ccccc1-c1cc(C(=O)O)n(CC2CC(c3cccnc3)=NO2)n1 (stereo not drawn)	9	2.2	0.1	-17	1	-2.7	0	1.2	0	-6
